PME-1 inh: PME-1 (human) inhibition | recombinant PME-1, FP-Rh probe fluorescence polarization | inhibition, % at 5.9 µM | hit rate 0.53% among 320,000 | AID 2130;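 active = inhibition above the campaign mean of all compounds plus 3 SD, cut at about 26% in these data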;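 also: competitive labeling of PME-1 active site by serine hydrolase directed probe; 0% = PME-1 with DMSO and 100% = wells lacking PME-1 enzyme; inhibitors block probe labeling so polarization falls and inhibition rises; many of its hits are not listed in these tables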
pPAFAH inh: inhibitors of human plasma PAF acetylhydrolase (pPAFAH). Q13093. recombinant pPAFAH, FP-rhodamine probe fluorescence polarization. AID 463082. inhibition, % at 3.39 µM. hit rate 1.5% among 330,000;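 active = inhibition above the mean inhibition across the screen plus 3 SD, cut at about 25% in these data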;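 also: inhibitors block binding of the rhodamine activity-based probe so polarization drops; 0% = enzyme with DMSO and 100% = wells lacking pPAFAH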
Target sequence (Q13093 whole entry, looked up): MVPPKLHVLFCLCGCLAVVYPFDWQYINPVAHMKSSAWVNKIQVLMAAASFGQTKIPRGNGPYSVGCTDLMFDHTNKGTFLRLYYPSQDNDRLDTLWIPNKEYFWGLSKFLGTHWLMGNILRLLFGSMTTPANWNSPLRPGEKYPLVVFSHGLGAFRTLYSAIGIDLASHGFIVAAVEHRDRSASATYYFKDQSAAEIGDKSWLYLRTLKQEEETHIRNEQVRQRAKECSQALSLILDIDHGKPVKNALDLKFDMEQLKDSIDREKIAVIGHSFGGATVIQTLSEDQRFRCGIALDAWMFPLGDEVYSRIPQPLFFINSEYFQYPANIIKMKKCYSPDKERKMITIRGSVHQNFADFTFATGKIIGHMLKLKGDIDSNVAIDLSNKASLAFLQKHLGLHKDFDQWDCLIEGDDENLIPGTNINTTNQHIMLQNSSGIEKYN
LYPLA2 counter: blocks human lysophospholipase 2, a PME1 counter-screen. O95372. recombinant LYPLA2, FP-Rh probe fluorescence polarization. inhibition, % at 5.9 µM. hit rate 0.38% among 320,000. AID 2177;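 active = inhibition above the screen-wide mean plus 3 SD, limit set per campaign, cut at about 26% in these data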;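 also: 0% = LYPLA2 with DMSO and 100% = wells lacking LYPLA2 enzyme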
Target sequence (O95372 whole entry, looked up): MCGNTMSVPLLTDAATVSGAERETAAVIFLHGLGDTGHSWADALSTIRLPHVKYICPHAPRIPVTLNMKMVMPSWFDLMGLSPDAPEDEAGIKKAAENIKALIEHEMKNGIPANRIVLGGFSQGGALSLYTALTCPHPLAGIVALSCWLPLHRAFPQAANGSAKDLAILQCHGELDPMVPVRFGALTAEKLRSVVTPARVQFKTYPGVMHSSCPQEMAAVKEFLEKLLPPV
PAFAH2 inh: PAFAH2 (human) inhibition. AID 492956. recombinant PAFAH2, FP-rhodamine activity probe, fluorescence polarization. inhibition, % at 3.39 µM. hit rate 0.99% among 340,000. Q99487;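 active = inhibition above the mean over all tested compounds plus 3 SD, cut at about 30% in these data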;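 also: inhibitors block probe labeling of enzyme so polarization drops; 0% = enzyme with DMSO and 100% = wells lacking PAFAH2 protein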
PAD4 FP inh: PAD4 (human) enzyme inhibition | Q9UM07 | recombinant PAD4, RCA probe fluorescence polarization | inhibition, % at 6.36 µM | hit rate 0.41% among 330,000;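 active = percent inhibition above a cutoff equal to the mean of all tested compounds plus 3 SD, cut at about 15% in these data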;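 also: 0% = PAD4 with RCA probe and DMSO and 100% = probe without PAD4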
LYPLA1 inh: LYPLA1 (human) inhibition in PME1 counter-screen. AID 2174. recombinant LYPLA1, FP-Rh probe fluorescence polarization. inhibition, % at 5.9 µM. hit rate 0.16% among 320,000;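 active = inhibition above the mean of all tested compounds plus 3 SD, set per campaign, cut at about 14% in these data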;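 also: inhibitors block serine hydrolase probe labeling of LYPLA1 so polarization falls; 0% = enzyme with DMSO and 100% = wells lacking LYPLA1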
GSTO1 inh: counter-screen for RBBP9 inhibitors: inhibitors of human GSTO1; P78417; recombinant GSTO1, activity-based probe fluorescence polarization; inhibition, % at 5.96 µM; hit rate 1.1% among 300,000; AID 1974;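 active = inhibition above the campaign mean inhibition plus 3 SD, cut at about 35% in these data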;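 also: 0% = GSTO1-1 with DMSO and 100% = wells lacking GSTO1-1 enzyme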
PAFAH1B2 inh: blocks human PAF acetylhydrolase 1b catalytic subunit 2; inhibition, % at 3.39 µM; recombinant PAFAH1B2, FP-rhodamine activity probe, fluorescence polarization; hit rate 1.2% among 340,000; AID 492953; P68402;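 active = inhibition above the mean of all tested compounds plus 3 SD, cut at about 24% in these data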;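 also: 0% = enzyme with DMSO and 100% = wells lacking PAFAH1B2; many of its hits are not listed in these tables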
Target sequence (P68402 whole entry, looked up): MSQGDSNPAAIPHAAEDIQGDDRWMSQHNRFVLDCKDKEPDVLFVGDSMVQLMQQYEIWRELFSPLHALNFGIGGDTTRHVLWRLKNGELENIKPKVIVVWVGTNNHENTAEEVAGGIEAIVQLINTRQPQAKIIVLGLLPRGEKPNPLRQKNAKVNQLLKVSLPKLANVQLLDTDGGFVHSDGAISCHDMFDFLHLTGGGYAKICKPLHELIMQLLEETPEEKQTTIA
PAFAH1B3 FP inh: blocks human PAF acetylhydrolase 1B catalytic subunit 3; inhibition, % at 3.39 µM; Q15102; hit rate 0.28% among 340,000; recombinant PAFAH1B3, FP-rhodamine probe, fluorescence polarization;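 active = inhibition above the screen-wide average of all tested compounds plus 3 SD, cut at about 25% in these data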;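 also: 0% = enzyme with DMSO only and 100% = wells lacking PAFAH1B3 protein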
Numbers without * were called inactive; . = not tested or not shown. A portion of the library, so the mix of outcomes need not match the whole.

SMILES	PME-1 inh	pPAFAH inh	LYPLA2 counter	PAFAH2 inh	PAD4 FP inh	LYPLA1 inh	GSTO1 inh	PAFAH1B2 inh	PAFAH1B3 FP inh
COc1cc(C(=O)N2CCN(C(=O)c3cc(-c4ccccc4)n[nH]3)CC2)cc(OC)c1OC	-2	0	2	1	-2	0	4	3	2
COC(=O)C(C)Sc1nc2c(cnn2-c2ccc(F)cc2)c(=O)[nH]1 (stereo not given)	-1	7	2	4	-2	1	1	3	6
CCOC(=O)N1CCN(C(=O)c2nn(-c3ccc(C)cc3)c(=O)c3c2c2ccccc2n3C)CC1	-6	1	8	-1	3	0	-2	0	-6
Cc1ccc(Nc2nc(N/N=C/c3c[nH]c4ccccc34)nc(N3CCOCC3)n2)cc1	22	18	0	1	1	-5	-2	3	15
O=C(CCCOc1ccc(Cl)cc1Cl)Nc1nnc(C2CC2)s1	1	9	-4	-1	-1	-3	-1	-2	0
Cc1ccc(C)c(-c2nn(-c3cc(N4CCN(CCO)CC4)ccc3[N+](=O)[O-])c(=O)c3ccccc23)c1	8	6	2	8	6	-2	1	3	-1
Cc1nn(CCC(=O)NNC(=S)Nc2ccc([N+](=O)[O-])cc2)c(C)c1[N+](=O)[O-]	4	7	2	2	5	5	3	-7	2
Cc1ccccc1CNC(=O)C1CCC(=O)N(CC2CCCCC2)C1 (stereo not given)	-1	-1	7	-8	3	6	-2	5	-2
O=C(OCC#CCSc1nnc(-c2cccc3ccccc23)o1)c1ccc2ccccc2c1	.	2	.	-1	-2	.	.	1	2
COc1ccc(C2CC(=O)c3cnc(NC(=O)c4cccc(OC)c4)nc3C2)cc1 (stereo not given)	-1	5	7	3	-5	-8	1	-1	8
Cc1ccc(CSCc2nnc(SCC(=O)N3CCN(c4ccccc4)CC3)n2C)cc1	-1	2	3	6	-4	1	-5	8	6
O=[N+]([O-])c1cc(C(F)(F)F)ccc1NCCCCNS(=O)(=O)c1ccc(Cl)cc1	-20	5	-28	-14	1	-15	4	7	8
O=C(Cc1ccccc1[N+](=O)[O-])NCCSCc1c(F)cccc1Cl	-8	-6	-4	1	-3	-3	2	4	1
CC(C)(C)CC(C)(C)NC1=CC(=O)OC12CCCCC2	-6	3	-2	-3	-3	-3	3	6	4
COC(=O)c1sc(NC(=O)COc2ccccc2C)nc1C	-1	5	0	-1	1	-1	-8	0	11
O=C(Oc1cccc(O)c1)C1CCCCC1	-5	5	-2	.	0	-1	1	.	.
Oc1cccnc1Sc1cccc(C(F)(F)F)c1	1	-1	1	0	-3	-1	0	8	-1
O=C(NCc1cccs1)C1CCCN(S(=O)(=O)c2cccc3cccnc23)C1 (stereo not given)	12	0	-2	1	-1	1	7	-3	0
Fc1ccc(/C=N/Nc2ncnc3nc[nH]c23)cc1F	0	-1	-7	-1	3	-5	-3	2	10
CCN(CC(=O)Nc1ccc(NC(C)=O)cc1)C(=O)c1ccc2ccccc2c1	12	3	0	2	-5	-1	-4	1	0
Cc1ccc(N(CC(=O)NC2CCCCC2)S(=O)(=O)c2cccs2)cc1	-4	0	-2	11	0	-2	-10	3	7
Cc1ccc(-c2noc(CSc3nnc(-c4ccncc4)n3-c3ccc(F)cc3)n2)cc1	9	61*	0	3	-2	-5	17	0	5
Cn1c(C(=O)NC2CC2)cc(=O)n(C)c1=O	-7	-4	-2	-3	-3	0	2	2	2
CCc1ccc(OCCNc2cc(N3CCNC(C)C3)ccc2[N+](=O)[O-])cc1 (stereo not given)	-12	5	2	0	-1	-3	.	2	1

Records above marked active in pPAFAH inh.
| canonical_smiles | PME-1 inh | pPAFAH inh | PAFAH2 inh | PAD4 FP inh | PAFAH1B2 inh | PAFAH1B3 FP inh |
| --- | --- | --- | --- | --- | --- | --- |
| Cc1ccc(-c2noc(CSc3nnc(-c4ccncc4)n3-c3ccc(F)cc3)n2)cc1 | 9 | 61* | 3 | -2 | 0 | 5 |

More results follow:
SMILES	PME-1 inh	pPAFAH inh	LYPLA2 counter	PAFAH2 inh	PAD4 FP inh	LYPLA1 inh	GSTO1 inh	PAFAH1B2 inh	PAFAH1B3 FP inh
CN(C(=O)C1CCCN1S(=O)(=O)c1ccc(Cl)cc1)c1ccccc1 (stereo not given)	8	6	5	1	4	0	.	3	8
Cc1cc(C)c(NC(=O)c2oc3ccccc3c2COc2ccccc2)c(C)c1	-6	-5	-12	-16	-3	-11	-3	2	-13
CC(=O)Nc1ccccc1C(=O)C(=O)Nc1cccc(F)c1	-1	-3	0	1	1	0	2	4	6
C#CCOCCOCCOCCNc1nc(N2CCN(C(=O)CCCCCCCCCCNC(=O)Cn3cc(CCCCCN)nn3)CC2)nc(N2CCN(C(=O)CCCCCCCCCCNC(=O)[C@@H](CCC(=O)O)n3cc(CCCCCN)nn3)CC2)n1	1	11	5	-1	-1	1	6	1	1
CCN(CC)C(=O)Cn1cc(S(=O)(=O)CC(=O)Nc2cc(C)on2)c2ccccc21	2	-1	-1	-5	-5	-3	-3	-1	-3
COc1ccc(N2CCN(C(=O)c3ccccc3NC(=O)C3=C(C)OCCS3)CC2)cc1	-4	-2	4	2	-7	-2	3	3	2
CN1C(=O)c2cccc(NCCCN3C(=O)c4ccccc4C3=O)c2C1=O	1	3	4	-1	-3	5	4	0	15
O=C(Nc1ccc2c(c1)OCCO2)c1cccc(Cl)c1Cl	-1	2	7	-2	-3	1	-3	3	2
Cc1cc(NC(=O)c2cncc(Br)c2)no1	-7	0	-1	1	0	-1	7	3	-2
CCOc1ccc(CNC(=O)CCSCc2ccccc2F)cc1OC	-4	5	2	-3	4	2	7	-6	1
CC1CCCC(NC(=O)c2ccc3c(=O)n(CC4CCCO4)c(=O)[nH]c3c2)C1C (stereo not given)	-1	-2	5	3	3	-4	-1	6	7
Cc1occc1C(=O)Nc1cccc2ccccc12	3	2	-3	-3	0	-2	-4	5	1
O=C(Cn1c(=O)n(Cc2ccco2)c(=O)c2c3c(sc21)CCCCC3)c1ccccc1	-12	37*	-7	18	2	-8	4	-1	1
O=C(CNC(=S)N(CCCN1CCOCC1)Cc1cccs1)NCc1ccccc1	4	3	5	25	2	3	-4	-2	-4
CSc1ccc(Cl)c(C(=O)OCC(=O)N(C)CCC#N)c1	2	6	5	-6	-1	3	12	3	0
Cc1nc2cc(NC(=O)NCCCO)ccc2o1	-1	-6	0	2	2	-1	-1	0	4
CC(C)CNC(=S)N1CCN(c2nc(-c3ccc(Cl)cc3)cs2)CC1	2	4	-8	-7	2	-1	-3	-3	-6
Cc1cc(C)n(C(=O)CNC(=O)c2cccc(Br)c2)n1	-7	0	-2	5	-2	1	2	6	3
COc1cc(OC)c(OC)cc1/C=N/N(C)c1ccccc1	13	8	-2	4	-2	5	6	3	4
CCOC(=O)c1c(C)[nH]c(C(=O)COC(=O)Cn2cc(C(F)(F)F)ccc2=O)c1C	-5	1	2	1	0	-1	.	3	6
Nc1ccc(S(=O)(=O)NC(Cc2ccccc2)C(=O)O)cc1 (stereo not given)	0	0	-2	0	-5	0	-1	0	6
COc1ccc(NC(=O)COC(=O)Cn2cnc3ccccc32)cc1	.	2	.	-5	1	.	.	6	1
Cc1occc1C(=O)Nc1ccc2c(c1)OCCO2	0	4	2	8	-5	1	-2	2	10
Cc1ccc(S(=O)(=O)N2CCOCC2)cc1C(=O)NCC1CCCCC1	0	2	1	6	0	-1	.	2	0

One compound at a time, from the list above. Values in the order: PME-1 inh | pPAFAH inh | LYPLA2 counter | PAFAH2 inh | PAD4 FP inh | LYPLA1 inh | GSTO1 inh | PAFAH1B2 inh | PAFAH1B3 FP inh
Entry for Cc1nc2cc(NC(=O)NCCCO)ccc2o1 : -1 | -6 | 0 | 2 | 2 | -1 | -1 | 0 | 4
Entry for O=C(Cn1c(=O)n(Cc2ccco2)c(=O)c2c3c(sc21)CCCCC3)c1ccccc1 : -12 | 37* | -7 | 18 | 2 | -8 | 4 | -1 | 1
Entry for Cc1ccc(S(=O)(=O)N2CCOCC2)cc1C(=O)NCC1CCCCC1 : 0 | 2 | 1 | 6 | 0 | -1 | . | 2 | 0
Entry for Nc1ccc(S(=O)(=O)NC(Cc2ccccc2)C(=O)O)cc1 (stereo not given) : 0 | 0 | -2 | 0 | -5 | 0 | -1 | 0 | 6
Entry for CSc1ccc(Cl)c(C(=O)OCC(=O)N(C)CCC#N)c1 : 2 | 6 | 5 | -6 | -1 | 3 | 12 | 3 | 0

Single values from the entries so far.
LYPLA2 counter result of Cc1cc(C)n(C(=O)CNC(=O)c2cccc(Br)c2)n1 → -2
PME-1 inh result of Cc1nc2cc(NC(=O)NCCCO)ccc2o1 → -1
PME-1 inh result of CCN(CC(=O)Nc1ccc(NC(C)=O)cc1)C(=O)c1ccc2ccccc2c1 → 12
GSTO1 inh result of COC(=O)c1sc(NC(=O)COc2ccccc2C)nc1C → -8
PAFAH2 inh result of O=C(Cc1ccccc1[N+](=O)[O-])NCCSCc1c(F)cccc1Cl → 1
PAFAH2 inh result of Cc1ccc(N(CC(=O)NC2CCCCC2)S(=O)(=O)c2cccs2)cc1 → 11
LYPLA1 inh result of Cc1cc(C)c(NC(=O)c2oc3ccccc3c2COc2ccccc2)c(C)c1 → -11

Continuation.
SMILES	PME-1 inh	pPAFAH inh	LYPLA2 counter	PAFAH2 inh	PAD4 FP inh	LYPLA1 inh	GSTO1 inh	PAFAH1B2 inh	PAFAH1B3 FP inh
COc1ccc2oc(=O)c(C(=O)N3CCCc4ccccc43)cc2c1	1	0	2	4	-2	0	2	2	0
c1csc(Cc2nn3c(-c4ccncc4)nnc3s2)c1	1	10	4	0	-3	2	0	3	0
O=C(Cn1nnc(-c2ccc(Cl)cc2)n1)NCC1CCCCC1	-1	-1	-5	2	1	-4	0	5	-2
O=C(COC(=O)c1ccc(S(=O)(=O)N2CCOCC2)cc1)Nc1ccccc1F	12	5	3	3	-2	0	.	4	13
C/C=C/c1ccc(OCC(=O)Nc2cc(OC)c(OC)c(OC)c2)c(OC)c1	-1	3	8	-4	-8	1	2	2	-3
CC(C)Nc1nc(NC(C)C)nc(C(N)=O)n1	12	-4	1	-2	-5	2	-1	0	-7
O=C(Nc1cccc(S(=O)(=O)NC2=NCCCCC2)c1)c1cc(-c2ccccc2Cl)nc2ccccc12	-16	-4	-25	-6	1	-21	-18	5	4
CCCCCSc1nc2c(cnn2-c2ccc(F)cc2)c(=O)[nH]1	6	-1	8	-1	-2	3	7	5	8
CC(C)(C)NC(=O)CCN(/N=C/c1ccc([N+](=O)[O-])o1)C1=NS(=O)(=O)c2ccccc21	13	11	9	10	-8	2	7	4	4
O=c1cc(CO)oc(CN2CCCC2)c1O	-4	6	0	5	2	1	29	3	12
Cc1ccc(NC(=O)CSc2nccn2Cc2ccco2)cc1	2	0	1	2	-2	-1	-10	-7	-6
Cc1cccc(NC(=O)c2ccc3ccccc3n2)c1C	-9	-4	-6	-8	-6	2	-11	5	1
Cc1ccc(NC(=O)CCNS(=O)(=O)c2ccc3[nH]c(=O)oc3c2)cc1N(C)C	1	8	10	3	-5	2	3	3	4
O=C(CNC(=O)c1ccccc1F)NCc1ccccn1	.	3	.	3	-8	.	.	0	6
Cc1ccc(C)c(NC(=O)CN(C)C(=O)c2cccc(-n3cccc3)c2)c1	-6	10	2	10	-1	-1	8	-3	1

Compound activity as filed in PubChem BioAssay.
